High-throughput results as filed in PubChem BioAssay.
PKA-R1A activ: activators of PKA-R1A holoenzyme, primary screen, biochemical, fluorescence polarization, Cy5-IP20, bovine R1A, mouse PKAc; AID 504707, 2011; cAMP-dependent protein kinase type I-alpha regulatory subunit (Bos taurus) + …; activation, % at 11.4 µM; PKA-R1A dissociation; scaled: DMSO 0%, 113 µM cGMP 100%; 340,000 tested, 0.083% active;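 active means percent activation above the mean of all tested compounds plus 3 SD, cut at about 19% in these data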;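 further: higher means more PKAc released from R1A so a rise in polarization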
HTR5A inv ag: HTR5A inverse agonists in luminescence cell assay, primary screen, counter-screen for OPRM1-OPRD1 heterodimer inverse agonist project, full-deck HTS | HTR5A cell line, inverse agonism | 340,000 tested, 0.083% active | 5-hydroxytryptamine receptor 5A (Homo sapiens), P47898 | inhibition, % at 9.3 µM; in the data active means inhibition mostly above about 23%, no sharp cut-off; inactive means mostly below about 18%;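 further: 0% = cells with DMSO and 100% = no-cell wells with DMSO; some compounds called inactive have numbers as strong as hits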
HTR5A ag: HTR5A agonists in luminescence cell assay, primary screen, counter-screen for OPRM1-OPRD1 heterodimer agonist project, full-deck HTS. activation, % at 9.3 µM. AID 504692, 2011. 340,000 tested, 0.61% active. cell-based; in the data active means activation mostly above about 9.5%, no sharp cut-off; inactive means mostly below about 7.6%;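 further: 0% = cells with vehicle only and 100% = reference agonist; strong numbers were not always called active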
DAGLB inh: DAGLB lipase inhibitors, primary screen, biochemical, fluorescence, HTS; AID 504411, 2011; 340,000 tested, 0.059% active; inhibition, % at 5.17 µM; HEK293T DAGLB membrane lysate, EnzChek fluorogenic substrate; in the data active means inhibition above about 34%;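 further: 0% = enzyme with vehicle and 100% = wells lacking enzyme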
Target sequence (Q8NCG7 whole entry, looked up): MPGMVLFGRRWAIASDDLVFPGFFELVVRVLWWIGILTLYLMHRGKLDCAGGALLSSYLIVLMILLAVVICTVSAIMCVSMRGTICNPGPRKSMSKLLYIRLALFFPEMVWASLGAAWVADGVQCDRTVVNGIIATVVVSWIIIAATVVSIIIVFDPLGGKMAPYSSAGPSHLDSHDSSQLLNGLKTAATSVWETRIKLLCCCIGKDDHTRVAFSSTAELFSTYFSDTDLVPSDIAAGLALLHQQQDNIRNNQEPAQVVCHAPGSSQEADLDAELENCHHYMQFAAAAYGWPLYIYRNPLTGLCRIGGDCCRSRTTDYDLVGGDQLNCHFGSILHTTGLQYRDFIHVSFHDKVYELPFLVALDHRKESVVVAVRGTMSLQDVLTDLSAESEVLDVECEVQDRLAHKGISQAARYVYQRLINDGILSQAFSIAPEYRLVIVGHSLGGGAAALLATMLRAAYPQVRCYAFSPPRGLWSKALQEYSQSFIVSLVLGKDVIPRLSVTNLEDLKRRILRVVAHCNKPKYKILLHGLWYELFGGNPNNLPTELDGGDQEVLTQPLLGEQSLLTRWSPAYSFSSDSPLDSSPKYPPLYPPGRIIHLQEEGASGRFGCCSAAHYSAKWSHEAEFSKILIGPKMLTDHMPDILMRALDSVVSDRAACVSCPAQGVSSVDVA
V-ATPase pH: regulators of yeast V-ATPase proton pumping, primary screen, pHLuorin cytosolic pH fluorescence | S. cerevisiae | response, % at 10 µM | 350,000 tested, 0.37% active | AID 504577, 2011; in the data active means response mostly above about 7.3%, no sharp cut-off; inactive means mostly below about 5.4%; further: actives read high; inactives centre near 0; some compounds called inactive have numbers as strong as hits; reference of the scale not given here
Arr AP2 block: inhibitors of beta-arrestin/AP2 binding, primary screen, biochemical, GPCR trafficking, flow cytometry; beta-arrestin 1 C-terminal peptide binding to AP2 beta2-adaptin appendage (human); FITC-arrestin peptide / GST-AP2 beads; AP2 beta2 appendage carries R879A mutation; inhibition, % at 10 µM; 340,000 tested, 0.31% active;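 active means inhibition above a set limit, near 3 SD of compounds lacking own fluorescence, cut at about 54% in these data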;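 further: plate controls were DMSO wells for no effect and 5 µM unlabelled arrestin peptide for full effect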
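System: GST-AP2 R879A glutathione beads; medium: PBS, Tween 20 0.05%, BSA 0.1%; reagent: fluorescein-tagged arrestin peptide at 50 nM final; schedule: pre-incubation 12 min, peptide binding 1 h, room temperature; detection: flow cytometry, FL1 (488/535 nm); read-out: inhibition as reduced fluorescein signal on beads, percent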
OPRM1-OPRD1 ag: agonists of OPRM1-OPRD1 heterodimerization, primary screen, cell-based, luminescence | Mu-type opioid receptor (Homo sapiens) + Delta-type opioid receptor (Homo sapiens), … | cells | activation, % at 9.3 µM | 340,000 tested, 0.3% active | AID 504326, 2011; in the data active means activation above about 18%;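 further: 0% = vehicle-treated cells and 100% = reference agonist; values of inactives mirror those of a sister screen read the other way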
PKA-R2B act: activators of PKA-R2B holoenzyme, primary screen, biochemical, fluorescence polarization, Cy5-IP20, human; cAMP-dependent protein kinase catalytic subunit beta (Homo sapiens) + cAMP-dependent …; PKA-R2B holoenzyme dissociation; R2B truncated from residue 108, S112A mutant; 0% DMSO only, 100% 113 µM cGMP; 340,000 tested, 0.079% active; activation, % at 11.4 µM;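 active means activation above a cutoff set at the mean over all compounds plus 3 SD, cut at about 18% in these data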;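 further: higher means more holoenzyme dissociation and a rise in polarization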
Target sequence (P31323 whole entry, looked up, other chains not shown, the tested form may be a part): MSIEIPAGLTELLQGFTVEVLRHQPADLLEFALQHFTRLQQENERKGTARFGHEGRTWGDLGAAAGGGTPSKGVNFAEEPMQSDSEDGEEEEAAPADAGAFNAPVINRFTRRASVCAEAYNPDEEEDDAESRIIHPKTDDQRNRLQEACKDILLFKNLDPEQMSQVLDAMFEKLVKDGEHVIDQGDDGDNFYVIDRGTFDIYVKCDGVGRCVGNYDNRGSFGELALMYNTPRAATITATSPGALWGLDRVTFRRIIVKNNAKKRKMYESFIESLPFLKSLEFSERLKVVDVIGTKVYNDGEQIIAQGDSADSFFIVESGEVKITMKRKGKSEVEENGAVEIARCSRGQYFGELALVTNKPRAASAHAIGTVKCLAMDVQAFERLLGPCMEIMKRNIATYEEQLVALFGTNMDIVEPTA
OPRM1-OPRD1 inv: inverse agonists of MOR-DOR heterodimerization, primary screen, cell-based, luminescence | Mu-type opioid receptor (Homo sapiens) + Delta-type opioid receptor (Homo sapiens), … | cell-based MOR-DOR heterodimer luminescence, inverse agonism | inhibition, % at 9.3 µM | 340,000 tested, 0.21% active; in the data active means inhibition above about 22%, passing the limit was not always enough;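 further: 0% = cells with DMSO and 100% = wells without cells with DMSO; values of inactives mirror those of a sister screen read the other way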
DSG3 Ab inh: inhibitors of pemphigus antibody binding to DSG3, primary screen, biochemical, bead-based, flow cytometry, scFv-GFP; Desmoglein-3 (Homo sapiens), P32926; DSG3-coupled beads, scFv-anti-DSG3-GFP binding; stronger effect = lower value; binding (percent of control), % at 10 µM; 310,000 tested, 0.48% active; AID 588358, 2011;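 active means binding more than 3 SD below its plate's average and above zero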;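 further: hits lower antibody fragment binding to DSG3; some compounds called inactive have numbers as strong as hits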
* = called active by the depositor; . = not tested or not shown.

SMILES	PKA-R1A activ	HTR5A inv ag	HTR5A ag	DAGLB inh	V-ATPase pH	Arr AP2 block	OPRM1-OPRD1 ag	PKA-R2B act	OPRM1-OPRD1 inv	DSG3 Ab inh
O=C1NC(=S)S/C1=C\c1cc2ccccc2nc1N1CCCCC1	8	-35	-3	10	7	17	-3.1	8	16	104
Cn1cc(S(=O)(=O)Nc2ccc(OC(F)(F)F)cc2)c(=O)n(C)c1=O	-7	8	7	2	-1	11	-1.3	2	7	91
O=C(Nc1ccccc1Cl)c1ccc(C(=O)Nc2ccccc2Cl)cc1	4	-9	2	2	-3	12	-1.2	-3	5	90
O=C(NC(=S)Nc1nc(-c2ccccc2)cs1)c1ccco1	-16	-1	1	-11	-2	-2	-1.8	0	9	102
O=C(CN1C(=O)NC2(CCCCC2)C1=O)Oc1ccc2ccc(=O)oc2c1	3	6	-2	-1	-1	-1	-1.9	-6	8	.
O=C(COc1ccccc1)OCC(=O)c1c[nH]c2ccccc12	0	-5	8	-5	4	-7	-0.3	-2	1	101
CCOC(=O)C[C@H]1c2cc(F)ccc2S(=O)(=O)N1C1CCCC1	5	-2	1	0	-2	5	-1.6	-1	9	99
NC(=O)N[C@@H](Cc1c[nH]c2ccccc12)C(=O)OCC(=O)N1CCCCC1	-8	3	-1	-2	1	0	-0.1	1	1	104
Cc1cc(NC(=O)CCCSc2nc(-c3ccco3)cc(C(F)(F)F)n2)n(-c2ccccc2)n1	-7	-16	6	-7	-2	-5	-1.4	-21	8	.
CCN(C(=O)COC(=O)c1ccccc1NCCO)C1CCS(=O)(=O)C1 (configuration not stated)	-1	4	-4	1	1	-1	-1.1	-7	6	101
CCOC(=O)Cn1nc(NC(=O)c2ccc(C(=O)OC)cc2)cc1C	-12	-1	0	-2	0	-3	-2.3	-3	12	125
O=[N+]([O-])c1ccccc1NCCNS(=O)(=O)c1ccc(Cl)cc1	-12	-6	-1	8	-1	14	3.0	8	-19	98
CCOc1ccccc1C=NNC(=O)C(=O)NN=Cc1ccccc1OCC	-5	-10	2	-1	-3	30	-2.4	-5	12	111
Cc1ccc2[nH]c(=O)c(CN(Cc3ccccc3Cl)C(=O)N3CCOCC3)cc2c1	-11	2	-2	1	16*	7	-2.0	-13	10	103
Cc1ccc(S(=O)(=O)N2CC=C(c3c(C)n(C)c4ccccc34)CC2)cc1	-10	-11	0	-8	-2	1	1.1	7	-5	.
CC(=O)Nc1cc[n+](C(C)C(=O)c2ccc(Cl)cc2)cc1 (configuration not stated)	2	2	-1	-1	0	-12	-1.2	-6	6	105
Cn1c(SCC(=O)c2c(N)n(C)c(=O)n(C)c2=O)nnc1-c1ccc(F)cc1	1	-9	3	0	-1	-13	0.4	5	-2	94
COc1ccc(C(=O)NCCc2ccc(F)cc2)cc1OC	-10	6	-2	-1	0	35	0.0	-8	0	102
COc1ccc(C(=O)CSC2=NS(=O)(=O)c3cc(Cl)ccc3N2)cc1	-1	-5	2	5	7	-7	-1.5	-4	9	94
Cc1ccc(S(=O)(=O)Nc2cccc3c2O[C@H](CN(C)C(=O)Nc2cccc4ccccc24)[C@H](C)CN([C@H](C)CO)C3=O)cc1	-13	-29	3	-1	-1	3	-1.4	-14	8	105
Brc1ccc(COc2ncnc3ccccc23)cc1	1	-2	1	-1	-3	-19	-1.6	1	9	102
C#CCOCCOCCOCCNc1nc(N2CCN(C(=O)CCCCCCCCCCNC(=O)[C@@H](CCSC)n3cc(CCO)nn3)CC2)nc(N2CCN(C(=O)CCCCCCCCCCNC(=O)[C@H](CO)n3cc(CCCCCN)nn3)CC2)n1	0	-7	2	0	-3	5	0.6	2	-4	113
CCN(CC)C(=O)COC(=O)c1ccc(C)c(NC(=O)c2ccco2)c1	3	0	1	2	-1	14	-1.5	-6	8	103
Cc1ccccc1N1C(=O)CC2(CCCC2)CC1=O	-18	4	-1	0	-1	18	-2.1	8	11	123
CC1Cc2ccccc2N1C(=O)COC(=O)c1ccc(O)cc1 (configuration not stated)	-7	-6	1	2	3	0	-2.6	0	14	107
Next section.
SMILES	PKA-R1A activ	HTR5A inv ag	HTR5A ag	DAGLB inh	V-ATPase pH	Arr AP2 block	OPRM1-OPRD1 ag	PKA-R2B act	OPRM1-OPRD1 inv	DSG3 Ab inh
CC(=O)N1c2ccc(S(=O)(=O)NCCC(=O)Nc3ccc(C)cn3)cc2CC1C (configuration not stated)	4	-3	-6	1	-4	37	-1.3	2	7	100
CC(=O)Nc1ccccc1-c1nc2ccccc2nc1OCC(=O)c1ccc(Br)cc1	7	18	0	2	3	4	-2.0	-3	11	98
COCCn1cnnc1SCC(=O)Nc1cccc(S(=O)(=O)N2CCCCC2)c1	0	-22	9	-1	-2	13	0.4	1	-2	79
CC(NC(=O)c1cc(S(=O)(=O)N2CCCC2)cn1C)c1ccccc1 (configuration not stated)	-12	-17	3	-5	7	1	1.8	-8	-10	110
CCC(NC(=O)c1ccccc1NC(=O)c1ccccc1)C(=O)O (configuration not stated)	4	7	-3	-1	-3	8	-0.1	-3	0	107
Cc1cc(OCc2cc(C(=O)N(C)CCc3cnn(C)c3)no2)cc(C)c1Cl	-7	0	0	-3	6	29	-2.4	10	13	97
CCOC(=O)C1CCCN(C(=O)C2CCN(S(=O)(=O)c3ccc(Cl)c(C(F)(F)F)c3)CC2)C1 (configuration not stated)	-7	-15	6	1	-1	24	3.9	6	-16	109
CCc1ccc(CN(C)CC(O)COc2cccc3ccccc23)cc1 (configuration not stated)	-7	-13	-4	-5	2	4	5.9	2	-31	108
C/C=N\NC(=O)CNC(=O)CNC(=O)c1ccccc1	-1	5	5	3	0	22	-0.3	-1	2	94
Cc1ccc(SCCC(=O)Nc2ccc(OCc3ccccc3)cc2)cc1	-3	5	-2	-8	-2	21	1.1	-16	-7	98
O=C(CN1c2cccc3cccc(c23)S1(=O)=O)Nc1cccc(S(=O)(=O)N2CCOCC2)c1	-2	4	7	-1	-1	-4	3.2	4	-17	102
COC(=O)c1ccccc1NC(=O)CSc1nnnn1-c1ccc(C)cc1C	7	-9	-1	-4	5	-1	0.8	0	-4	99
Cc1nc(NC(=O)COC(=O)[C@@H](NC(=O)c2ccco2)C(C)C)c(Cl)cc1Cl	0	2	-1	2	1	-11	-1.7	-3	7	93
O=c1[nH]c2cc3c(cc2cc1C(c1nnnn1C1CCCC1)N1CCCc2ccccc21)OCCO3 (configuration not stated)	-3	-9	-2	-1	-2	3	-3.6	-1	19	101
O=C(NC1CCN(C(=S)Nc2ccccc2Cl)CC1)C1CCCCC1	-7	-6	2	2	-5	-7	0.8	1	-6	95
O=C(CCC(=O)c1ccccc1)NCc1cccc(C(F)(F)F)c1	-7	11	-2	-5	-1	20	-3.7	-4	14	106
COc1ccc(CC(NC(C)=O)C(=O)N2CCN(C(=O)Nc3ccc(Cl)cc3)CC2)cc1OC (configuration not stated)	-9	7	-2	-1	1	-6	-0.3	-1	2	.
NC(=O)C1(Nc2ccc(Cl)cc2)CCCC1	5	-2	0	0	-1	32	-3.8	-7	17	94
C#CCOCCOCCOCCNc1nc(N2CCN(C(=O)[C@H](CCCCN)n3cc(CCCC)nn3)CC2)nc(N2CCN(C(=O)[C@H](CCCCN)n3cc(CCCC)nn3)CC2)n1	-5	-14	-2	-2	3	28	-2.6	2	15	104
CCc1ccc(C(=O)NC(C(=O)O)C(C)C)cc1 (configuration not stated)	-3	-8	3	0	-3	4	-2.0	2	9	99
C[C@@H]1CN([C@H](C)CO)S(=O)(=O)c2ccc(Br)cc2O[C@H]1CN(C)C(=O)Nc1cccc(F)c1	0	.	.	-3	-4	.	.	-4	.	104
O=C(CN(c1cccc(C(F)(F)F)c1)S(=O)(=O)c1ccc(Cl)c([N+](=O)[O-])c1)NCc1ccc(F)cc1	-2	-11	4	-6	-1	29	11	-3	-55	102
COc1ccc2sc(-c3ccccc3OC)c(-c3ccc(OCCN4CCCC4)cc3)c2c1	5	-27	0	-1	0	4	5.3	3	-29	115
CN(Cc1cc(-c2ccccc2)on1)C(=O)c1cc(COc2c(F)cccc2F)on1	-10	-7	3	-11	-1	-6	0.9	9	-5	105
O=C(CSc1ncc(C(F)(F)F)cc1Cl)N1CCN(S(=O)(=O)c2ccccc2)CC1	0	0	-2	-3	5	5	1.5	-6	-9	90
The results go on:
SMILES	PKA-R1A activ	HTR5A inv ag	HTR5A ag	DAGLB inh	V-ATPase pH	Arr AP2 block	OPRM1-OPRD1 ag	PKA-R2B act	OPRM1-OPRD1 inv	DSG3 Ab inh
COc1ccc2[nH]c(O)c(N=NC(=N)N)c2c1	-8	-1	5	1	-4	18	-0.6	1	3	98
CCCNC(=S)Nc1ccc(Cl)cc1C	-11	19	0	0	2	-12	-1.4	2	7	.
CCOC(=O)c1ccc(S(=O)(=O)N2CCN(CC(=O)NC(=O)NC(C)(C)C)CC2)cc1	-2	3	0	0	0	8	-0.5	-3	2	95
CN1CCN(C(=O)c2cc3ccccc3cc2O)CC1	-3	-5	2	1	2	-8	-3.4	-7	13	105
O=C(NCC1CCCO1)c1sc(=S)n2c1[nH]c(=O)c1ccc(C(=O)N3CCCCC3)cc12 (configuration not stated)	-11	-3	-5	5	-1	25	-1.2	6	8	.
Cc1ccc(N(C(=O)CNC(=O)c2ccco2)C(C(=O)NC2CCCC2)c2cccnc2)c(C)c1 (configuration not stated)	3	3	-3	-1	3	-3	-3.9	-7	24	102
Nc1nc(Sc2c([N+](=O)[O-])cc(C(F)(F)F)cc2[N+](=O)[O-])n[nH]1	3	20	-8	3	-3	12	1.1	8	-6	.
CCCc1[nH]nc2c1C1(C(=O)N(C(C)C)c3ccccc31)C(C#N)=C(N)O2 (configuration not stated)	-7	2	-1	-3	-7	13	2.8	-8	-16	102
O=C1Nc2ccccc2C1=NN1CCCCCC1	-4	20	-5	5	0	10	-7.4	-3	38*	125
O=C(Nc1cccnc1)c1cc(-c2cccc(Cl)c2)on1	1	20	2	-3	-1	-4	0.5	-10	-3	96
CCN(CCCNC(=O)CN1C(=O)COc2ccccc21)c1cccc(C)c1	0	8	-4	3	-1	5	1.4	3	-8	94
O=C(CN1CCN(c2ccccn2)CC1)Nc1cccc(Cl)c1Cl	5	11	-3	-10	-2	-3	0.5	-9	-2	.
CC(=O)NC1=NN(C(C)=O)C(c2ccc(C(C)C)cc2)S1 (configuration not stated)	-1	-14	8	0	8	-4	-1.3	-9	7	116
